# GLD-1 TGE inh: GLD-1-TGE RNA interaction inhibition (C. elegans); purified GLD-1 + fluorescein TGE RNA, fluorescence polarization; 320,000 compounds, 0.44% hits; AID 2280; inhibition, % at 5.96 µM;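 active = percent inhibition above a per-plate cutoff, the plate mean of test compounds plus 3 SD, cut at about 30% in these data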;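 also: 0% = DMSO wells with GLD-1 and probe and 100% = wells lacking GLD-1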
# GRK2 aptamer HTS: inhibitors of human GRK2 displacing RNA aptamer | P25098 | bead flow cytometry, FAM-aptamer displacement from GRK2 | inhibition of aptamer binding, % at 10 µM | 330,000 compounds, 0.59% hits | AID 488847;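 active = inhibition of aptamer binding above 40%, roughly 3 SD of noise, on plates passing a quality check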;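 also: median bead fluorescence of bound FAM aptamer so fluorescent compounds give negative values; no value below 0 was filed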
# Target sequence (P25098 whole entry, looked up): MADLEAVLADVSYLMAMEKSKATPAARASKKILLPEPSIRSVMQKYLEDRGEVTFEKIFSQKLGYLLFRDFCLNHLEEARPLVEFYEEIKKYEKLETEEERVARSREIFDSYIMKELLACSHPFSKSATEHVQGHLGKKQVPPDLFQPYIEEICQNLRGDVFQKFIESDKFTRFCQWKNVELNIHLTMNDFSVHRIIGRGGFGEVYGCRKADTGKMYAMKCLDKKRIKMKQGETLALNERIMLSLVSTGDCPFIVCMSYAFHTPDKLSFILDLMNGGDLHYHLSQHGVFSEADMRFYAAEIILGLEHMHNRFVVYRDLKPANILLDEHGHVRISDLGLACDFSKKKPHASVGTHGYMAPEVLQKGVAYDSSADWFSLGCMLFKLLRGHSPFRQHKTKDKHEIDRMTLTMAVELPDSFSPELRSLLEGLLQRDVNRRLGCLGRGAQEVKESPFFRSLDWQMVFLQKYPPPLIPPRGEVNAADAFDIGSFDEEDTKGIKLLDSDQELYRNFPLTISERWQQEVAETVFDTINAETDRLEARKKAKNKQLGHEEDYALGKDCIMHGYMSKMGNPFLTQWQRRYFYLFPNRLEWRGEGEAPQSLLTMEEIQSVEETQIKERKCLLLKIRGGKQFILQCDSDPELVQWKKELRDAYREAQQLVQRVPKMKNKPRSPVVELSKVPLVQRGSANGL
# AGP1 TOR yeast: modulators of TOR pathway AGP1-GFP in S. cerevisiae; 320,000 compounds, 0.02% hits; GFP response vs DMSO, % at 10 µM; S. cerevisiae AGP1-GFP multiplex flow cytometry, 3 h; GFP as percent of DMSO wells;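 active = GFP response relative to DMSO above a set limit, near screen average plus 3 SD, cut at about 150% in these data; inconclusive = fewer than 70 cells counted for the yeast strain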;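 also: median GFP channel fluorescence of the gated AGP1 strain per well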
# Bcl-xL primary: Bcl-xL (human) inhibition; GST-Bcl-xL / FITC-Bim BH3 peptide fluorescence polarization; inhibition, % at 10.9 µM; 320,000 compounds, 0.7% hits; AID 2129;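 active = inhibition above the mean of all tested compounds plus 3 SD, cutoff set per campaign, cut at about 30% in these data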;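 also: 0% = DMSO wells and 100% = unlabeled Bim-BH3 peptide competitor; inhibitors lower millipolarization by displacing the labeled peptide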
# Target sequence (Q07817 whole entry, looked up): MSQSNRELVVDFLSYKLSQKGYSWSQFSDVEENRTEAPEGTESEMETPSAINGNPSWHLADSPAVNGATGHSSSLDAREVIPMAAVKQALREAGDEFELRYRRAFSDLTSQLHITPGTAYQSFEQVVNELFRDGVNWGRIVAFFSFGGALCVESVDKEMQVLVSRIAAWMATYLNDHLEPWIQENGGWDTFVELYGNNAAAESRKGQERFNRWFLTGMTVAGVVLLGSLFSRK
# CIT2-GFP yeast: modulators of TOR pathway CIT2-GFP in S. cerevisiae. 320,000 compounds, 0.065% hits. S. cerevisiae CIT2-GFP strain, flow cytometry, 3 h; 100 means same as DMSO wells. GFP response vs DMSO, % at 10 µM;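 active = GFP response relative to DMSO above a set limit, near the screen mean plus 3 SD, cut at about 150% in these data; inconclusive = Fewer than 70 cells measured for a yeast strain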;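 also: ratio of well median GFP fluorescence to mean of DMSO wells on the plate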
# VLA-4 inh: inhibition in a human VLA-4 binding assay; VLA-4 expressing cells, ligand binding flow cytometry; inhibition, % (about 7 µM as worked out from the volumes in the protocol); 330,000 compounds, 0.2% hits; P13612; AID 2557; in the data active = inhibition above about 50%
# MEX-5 binding: C. elegans MEX-5 TCR-2 RNA binding activity; MEX-5/FITC-TCR2 RNA binding, fluorescence polarization; active compounds read low; activity score (negative = inhibition of binding), % at 10 µM; 300,000 compounds, 0.38% hits; AID 1832;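 active = inhibition past about -25% in most replicates, and total fluorescence under double the plate's negative control median, limit read from the data; inconclusive = replicates evenly split on the limit, or fluorescence at least double controls; inactive = too little inhibition in most replicates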;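 also: 0% = DMSO and -100% = 5 µM competing unlabeled TCR2 RNA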
# Yeast superoxide: caloric restriction mimetics inhibiting age-related superoxide in yeast; S. cerevisiae aged cells, superoxide DHE fluorescence; active compounds read low; superoxide response (% of plate mean), % at 10 µM; 330,000 compounds, 0.18% hits; AID 2690;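 active = superoxide response under a set limit, about three screen SD below normal, cut at about 65% in these data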;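 also: yeast aged for seven days with compound at 30 °C before DHE staining; 100% = average MFI of all compound-treated wells on the plate with controls excluded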
# MCL1 BIM primary: MCL1-BIM-BH3 interaction inhibition (human) | Q07820 | GST-MCL1 / FITC-Bim-BH3 fluorescence polarization | inhibition, % at 10.9 µM | 320,000 compounds, 0.68% hits;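 active = inhibition above the mean inhibition of all tested compounds plus 3 SD, set per campaign, cut at about 40% in these data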;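 also: 0% = DMSO wells and 100% = unlabeled Bim-BH3 peptide control; higher means more loss of mP so more displacement of Bim peptide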
# Numbers without * were called inactive; ? = inconclusive; nt = not tested or not shown; [ ] = remark or other dose. Not a hit list; 2.1% or so of the library scored in one or more.
molecule	GLD-1 TGE inh	GRK2 aptamer HTS	AGP1 TOR yeast	Bcl-xL primary	CIT2-GFP yeast	VLA-4 inh	MEX-5 binding	Yeast superoxide	MCL1 BIM primary
Cc1cc(C)c(S(=O)(=O)c2cc(F)ccc2C)c(Cl)n1	4.1	3.0	104.6	3.1	105.1	4.7	2.6	88.8	3.8
COC(=O)C(CCSC)NC(=O)C12CC3CC(CC(C3)C1)C2 (centres undefined)	5.5	0.0	93.0	6.0	99.0	0.1	-0.4	100.7	4.4
Nc1nc(SCC(=O)O)[nH]c(=O)c1NC(=O)c1ccco1	28.4	0.0	100.4	40.9*	91.4	5.4	-2.5	102.5	54.7*
O=C(CN1C(=O)c2cccc3cccc1c23)Nc1ccccc1	-2.1	1.0	102.9	6.6	110.2	-2.4	1.0	98.2	7.5
CC1CCC(NC(=O)CCNS(=O)(=O)c2ccccc2)CC1 (centres undefined)	-1.5	2.0	90.7	1.5	95.0	9.0	-0.5	104.5	-4.0
CCCn1c(C)cc(/C=C(\C#N)C(=O)OCC(=O)Nc2cc(OC)c(OC)c(OC)c2)c1C	2.8	2.0	97.8	-3.5	108.8	-10.0	-9.0	100.0	-2.4
O=C(NCc1ccccc1)c1ccc(CSc2ccccc2)o1	-3.2	2.0	104.7	0.1	94.1	12.3	0.6	89.2	5.2
O=C(CN1C(=O)NC2(CCCc3ccccc32)C1=O)NCc1ccco1 (centres undefined)	-4.4	6.0	98.5	1.6	91.5	-3.7	-0.1	100.8	-6.6
COc1cc(CNC(=O)C2CC2)ccc1OCc1ccccc1	5.4	0.0	98.7	1.6	98.7	5.3	-3.4	99.0	-4.6
O=C(CCCc1nc2ccccc2s1)NNC(=O)CCN1CCN(Cc2ccccc2)CC1	0.5	1.0	102.0	6.7	97.1	3.6	2.3	84.2	5.9
CC(C)c1ccccc1NC(=O)CN1C(=O)c2ccccc2C1=O	4.3	0.0	99.0	5.5	98.3	-2.3	0.1	99.9	-0.9
Cc1cccc(C)c1C(=NCCN(C)C)c1ccccc1	-0.7	0.0	96.7	8.4	94.3	-2.8	-1.5	102.0	2.9
Cc1cccc(OCCN2C(=O)c3ccccc3C2=O)c1	3.3	3.0	96.2	1.2	93.3	0.0	0.8	96.4	1.1
O=C(OCc1nc2ccc(Cl)cc2n1CCO)c1ccccc1	1.9	0.0	103.5	3.2	110.7	-2.6	-2.3	117.0	-9.1
O=C(CC(=O)c1ccccc1)Nc1cccnc1	5.2	25.0	99.6	5.2	104.0	1.4	4.5	100.7	5.5
COc1ccc(-c2nc(-c3ccncc3)no2)c(OC)c1	-4.8	0.0	86.2	7.8	88.1	-2.8	3.6	92.7	4.8
Cc1ccc(O)c(NC(=O)C2CC(c3cccc(Br)c3)=NO2)c1 (centres undefined)	6.2	0.0	98.8	2.7	94.4	35.2	-0.1	99.4	0.9
COCCC(=O)N1CCC(Oc2ccc(C(=O)NCc3ccon3)cc2)CC1	-0.7	0.0	107.4	2.1	110.5	5.7	-0.1	92.0	-2.7
CCn1ccnc1CNC(=O)CC1C(=O)NCCN1Cc1ccccc1F (centres undefined)	15.0	0.0	102.9	13.1	102.0	-14.8	-1.8	101.5	15.7
CCN(CC(=O)NCc1cccs1)C(=O)c1cccc(S(=O)(=O)NC)c1	-1.0	48.0*	110.2	2.7	95.6	32.8	-2.3	95.4	0.7
COC(=O)c1sc(N)c(C(=O)OC)c1COC(=O)CNS(=O)(=O)c1ccc(C)c(C)c1	-2.0	3.0	100.3	5.0	103.4	18.0	-2.2	91.7	-2.9
Cc1onc(-c2ccccc2)c1C(=O)N/N=C/c1ccc(O)c([N+](=O)[O-])c1	nt	0.0	90.2	nt	93.2	17.1	-0.2	97.9	nt
CCCC(=O)Nc1ccc(Cl)c(NC(=O)c2cccnc2Cl)c1	-2.6	4.0	90.3	5.6	88.1	17.1	2.1	103.9	-0.8
CC(=O)N1N=C(c2c(-c3ccccc3)c3cc(C)ccc3[nH]c2=O)CC1c1ccco1 (centres undefined)	5.9	0.0	94.7	3.9	97.8	25.1	1.5	106.0	5.5
CCc1ccc(C(C)NC(=O)Cn2cnc3c(=O)n(C)c(=O)n(C)c32)cc1 (centres undefined)	0.3	0.0	100.8	0.9	90.3	1.7	1.8	108.4	11.8
O=c1oc2ccc(Cl)cc2nc1/C=C(\O)c1ccco1	3.2	6.0	109.0	3.8	103.0	14.8	?	91.5	2.5
O=C(COC(=O)CSc1ccc2ccccc2c1)NC1CCCC1	4.2	0.0	98.6	6.0	97.4	0.3	1.3	94.8	-1.4
CCOCC(=O)Nc1nnc(COC)s1	1.4	5.0	106.4	4.5	105.1	3.9	-0.7	94.8	-7.8
O=C(/C=C/c1ccc(Cl)c(Cl)c1)Nc1cccnc1	1.4	0.0	97.0	-2.1	90.5	0.2	0.5	91.5	2.1
COc1ccc(S(=O)(=O)NNC(=O)C(=O)NNc2ccccn2)cc1	-2.2	0.0	104.7	3.1	100.4	2.2	?	93.8	11.7
CC(=O)Oc1cc(O)c2c(=O)c(OC(C)=O)c(-c3ccc(OC(C)=O)c(OC(C)=O)c3)oc2c1	2.4	5.0	94.0	0.5	88.0	-13.8	7.2	128.1	2.6
COc1ccc(S(=O)(=O)N(C)c2ccc(C(=O)Nc3c(C)n(C)n(-c4ccccc4)c3=O)cc2)cc1	4.8	1.0	98.0	5.3	94.8	9.4	-0.6	100.3	8.7
O=C(O)C1CC(=O)N(Cc2cccs2)C1 (centres undefined)	0.9	0.0	96.7	-1.1	96.1	4.8	3.9	82.5	-5.5
O=C(NCc1ccccn1)c1ccc2nc(-c3ccco3)c(-c3ccco3)nc2c1	20.3	23.0	97.8	61.7*	91.7	13.8	-14.9	96.1	106.1*
CCOC(=O)c1c(S(=O)(=O)NCC(=O)NCc2ccccc2)c(C)n(C)c1C	0.6	2.0	98.8	7.2	100.8	5.3	-0.1	104.0	11.5
O=C(COC(=O)COc1ccccc1F)NCc1ccco1	2.3	1.0	100.9	nt	102.4	3.3	nt	106.2	nt
O=C(c1ccc2nc(N3CCOCC3)sc2c1)N1CCN(C(=O)c2ccco2)CC1	8.6	0.0	101.8	0.3	101.7	-4.7	-0.9	99.1	2.5
Cc1cccc(CSc2nnc3c(n2)[nH]c2ccccc23)c1	-2.2	2.0	121.6	2.8	126.1	9.1	2.8	107.8	5.8
CC1(C)CC(NC(=O)C23CCC(C)(/C(=N/O)C2)C3(C)C)CC(C)(C)N1 (centres undefined)	-7.2	0.0	101.5	2.3	96.5	1.0	5.9	97.2	6.8
CCCCCN(C(=O)CCC(=O)OCC(=O)c1ccc(C(C)(C)C)cc1)c1c(N)n(CCCC)c(=O)[nH]c1=O	0.2	0.0	101.3	-1.2	99.0	5.5	-2.0	88.0	-2.1
CCc1cc2c(CN3CCN(CC)CC3)cc(=O)oc2cc1O	10.4	0.0	83.7	6.7	97.7	-0.1	-0.6	107.3	3.7
OCCNCc1cccc(OCc2ccccc2Cl)c1	-2.1	0.0	97.8	-0.9	101.0	18.6	0.4	90.9	1.6
CC1(C)CC(C#N)(N2CCOCC2)CCO1 (centres undefined)	1.6	2.0	94.4	4.0	100.1	7.7	0.5	98.9	0.4
Cc1cccc(Cn2nc(C)cc2NC(=O)Cn2cc([N+](=O)[O-])cn2)c1	-13.4	2.0	101.6	6.8	107.3	-9.2	0.6	90.8	7.5
COc1ccc(C(CNC(=O)C2CC(=O)N(Cc3ccccc3)C2)N2CCCC2)cc1 (centres undefined)	-2.1	19.0	115.1	-6.2	100.4	-8.5	nt	89.5	-9.9
CCOC(=O)N1CCN(C(=O)c2cc(-c3ccc(F)cc3)[nH]c2C)CC1	6.1	0.0	101.2	6.0	99.0	19.0	-0.8	103.3	1.9
S=C(NCc1cccs1)Nc1cccc(Cl)c1	1.1	0.0	112.4	8.3	105.6	1.8	-1.0	82.9	4.3
CCS(=O)(=O)N1CCCC(C(=O)Oc2ccc(Br)cc2)C1 (centres undefined)	-0.4	0.0	91.6	2.2	97.0	3.0	0.4	101.4	3.2
CCOc1ccc(CCNC(=O)COC(=O)COc2ccc(Br)cc2)cc1OCC	0.4	0.0	110.9[may fluoresce green]	-4.9	107.8[may fluoresce green]	-3.5	-1.4	107.9	-26.9
COc1ccccc1C(=O)Nc1nnc(SCC(=O)NC2CCCC2)s1	-10.3	2.0	92.0	6.3	109.8	-7.7	3.5	87.9	-0.3
Cc1ccc(S(=O)(=O)NNC(=S)Nc2ccc(Cl)cc2)cc1	0.5	1.0	93.9	-5.5	90.4	34.1	-3.0	125.7	-6.7
Cc1cc(/C=C2/SC(=S)N(c3ccc([N+](=O)[O-])cc3)C2=O)c(C)n1-c1cccnc1	-5.8	32.0	97.2	2.4	141.9	-45.4	-0.3	91.2	7.5
COC(=O)[C@@]12OC[C@]34[C@H]([C@@H](O)[C@@H]1O)[C@@]1(C)C(=O)C(O[C@@H]5OC(CO)[C@@H](O)[C@@H](O)[C@@H]5O)=C[C@@H](C)[C@@H]1C[C@H]3OC(=O)[C@H](OC(=O)/C=C(\C)C(C)(C)OC(C)=O)[C@@H]24 (some centres undefined)	4.0	0.0	99.3	7.6	105.8	5.9	nt	74.4	3.0
CCOC(=O)c1ccc(Nc2ncnc3ccc(C)cc23)cc1	5.1	3.0	99.8	-2.1	114.8	-2.8	1.6	94.0	2.2
CCN(CC)CCCC(C)NC(=O)c1c(NC(=O)c2ccccc2)sc2c1CCCC2 (centres undefined)	3.6	0.0	100.8	4.0	99.6	4.1	4.1	92.6	8.2
COc1ccc(NC(=O)C(C/C=C(/C)Cl)C(C)=O)cc1 (centres undefined)	-4.0	0.0	102.3	3.9	98.6	5.0	-1.2	87.3	0.4
CCOc1ccc(NC(=O)CC2C(=O)NCCN2C(=O)Nc2ccccc2)cc1 (centres undefined)	-0.4	6.0	98.5	-1.1	99.4	1.0	-0.2	101.9	-2.9
Cc1nn(Cc2ccc(Cl)cc2)c(C)c1NC(=O)c1cc(-c2ccc3c(c2)OCO3)on1	-0.3	0.0	93.7	-3.6	100.1	13.9	-0.4	103.5	-0.9
CCC(C)N1C(=O)/C(=C/c2c(NCCCOC(C)C)nc3c(C)cccn3c2=O)SC1=S (centres undefined)	-85.1	0.0	105.5	-60.2	106.6	nt	nt	89.7	-77.0
O=C(O)c1cc(-c2cccs2)nc2ccc(Br)cc12	-1.1	5.0	98.7	10.8	94.1	6.7	-1.1	87.3	10.6
CCOCC(O)CSCc1ccc(Cl)cc1 (centres undefined)	1.7	3.0	95.5	6.8	99.5	10.3	1.1	92.0	7.8
O=C(c1cnc(Cl)c(Cl)c1)N1CCC(Cc2ccccc2)CC1	9.8	1.0	101.2	10.6	93.6	1.6	0.6	94.3	11.3

# Bioassay records: PubChem BioAssay, several laboratories
